# KAT2A inh: inhibitors of human GCN5L2 histone acetyltransferase. 0.21% of 390,000 active. GCN5L2 HAT assay, ThioGlo1 CoA-SH fluorescence. Potency, µM (highest dose often 58.9 µM), for the others: at the highest dose activity change, negative = inhibition, most hits filed as inhibitors. Q92830
#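 Free CoA generated was detected with ThioGlo1 (50uM) fluorescence at Ex340nm/Em540nm, read immediately and after 20 min at room temperature. Enzyme, 20 nM in HEPES pH 7.5 buffer, saw compounds 15 min before adding 75uM H3(1-25) peptide and 70uM acetyl-CoA.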
# DT40 TDP1 no CPT: qHTS for Inhibitors of human tyrosyl-DNA phosphodiesterase 1 (TDP1): qHTS in cells in absence of CPT; DT40 Tdp1-/- hTDP1 cells, no CPT, ATP luminescence, 48 h; 15% of 420,000 active; Potency, µM (titrated, usually from 46.2 µM), inactives show at the top dose activity change, negative = growth inhibition, most hits filed as inhibitors; further: nearly all actives have a fitted effect of over 55% in size
#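 Camptothecin absent (DMSO only). Human TDP1-complemented DT40 knockout cells, 400 cells/well, 37 °C for minimum 48 hr; ATP measured via CellTiter-Glo, 30 min dark incubation, luminescence.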
# TDP1 block: inhibitors of human tyrosyl-DNA phosphodiesterase TDP1; recombinant TDP1, AlphaScreen DNA substrate cleavage; Potency, µM (series often up to 130 µM), for the others: at the highest dose activity change, negative = inhibition, hits mostly inhibitors; 0.28% of 350,000 active; AID 485290; further: nearly all actives have a fitted effect of over 40% in size
# Target sequence (Q9NUW8 whole entry, looked up): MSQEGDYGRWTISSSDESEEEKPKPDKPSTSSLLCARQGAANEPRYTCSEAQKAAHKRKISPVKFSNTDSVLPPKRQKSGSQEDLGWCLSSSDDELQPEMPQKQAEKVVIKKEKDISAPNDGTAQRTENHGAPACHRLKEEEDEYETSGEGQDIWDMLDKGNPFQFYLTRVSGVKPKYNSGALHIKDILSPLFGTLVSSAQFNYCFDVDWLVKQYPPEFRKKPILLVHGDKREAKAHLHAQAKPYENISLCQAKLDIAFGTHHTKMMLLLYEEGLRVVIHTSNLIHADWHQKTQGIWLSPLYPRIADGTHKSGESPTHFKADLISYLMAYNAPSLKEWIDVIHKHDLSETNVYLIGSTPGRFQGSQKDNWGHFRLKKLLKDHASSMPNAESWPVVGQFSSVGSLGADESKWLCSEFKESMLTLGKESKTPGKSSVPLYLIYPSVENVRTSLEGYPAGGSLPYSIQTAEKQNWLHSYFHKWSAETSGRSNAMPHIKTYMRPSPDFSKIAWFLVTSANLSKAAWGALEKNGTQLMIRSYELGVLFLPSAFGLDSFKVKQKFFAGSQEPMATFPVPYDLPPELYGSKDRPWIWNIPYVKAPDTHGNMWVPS
#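 Steps: enzyme plus compound, 15 min RT; add biotin/phosphotyrosine-FITC oligonucleotide (15 nM final), react 5 min; add donor/acceptor beads (10 ug/ml final), 10 min; read AlphaScreen. Tdp1 at 1 nM final.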
# * marks the source's active call; other numbers are inactive results; ? = inconclusive; nt = no result given; & = joins results of further samples; [ ] = dose if it differs, or a comment. The call rests on the fitted dose curve; in most records, active means well fitted curve in the direction sought with a large enough effect; inconclusive means small, poorly fitted or top-dose-only effect, or another doubt; inactive means no such curve, though single readings can be large; an effect the other way counts as inactive or inconclusive. On the % scale 0 is the no-effect control and ±100 the full control effect; potency means the concentration at half of the fitted maximal effect. Only part of the results is shown. The share of hits here may be higher or lower than overall.
# Order of values: DT40 TDP1 no CPT | TDP1 block | KAT2A inh
CCCCN(C(=O)C1CC(=O)N(CCc2ccc(OC)c(OC)c2)C1)c1c(N)n(CCCC)c(=O)[nH]c1=O (centres undefined)
    -4% | 1% | -8%
COc1ccc(N2CCN(Cc3nc4c(c(=O)[nH]c(=O)n4C)n3Cc3ccccc3F)CC2)cc1
    -5% | 4% | -1%
O=C(O)CCCNC(=O)OCc1ccccc1
    6% | 4% | -1%
O=C(Nc1nccs1)C1CC(=O)N(c2ccccc2Cl)C1 (centres undefined)
    5% | -1% | 1%
COc1ccc(/C=C(\C#N)C(=O)NCc2ccccc2)cc1
    5% | nt | 40%[activator]
COc1ccc(CN(C(=O)CCC(=O)Nc2cc(C)on2)C(C(=O)NC(C)(C)C)c2cccc(OC)c2OC)cc1 (centres undefined)
    -3% | 0% | 1%
CCOc1ccc(CNS(=O)(=O)c2cccs2)cc1OCC
    ? | nt | 0%
O=c1cc(-c2ccccc2)oc2cccc(O)c12
    -16%&-11%&0% | 9%&6%[56.1 µM] | -9%&3%
CCOC(=O)C1CCCN(C(=O)/C=C/c2ccccc2[N+](=O)[O-])C1 (centres undefined)
    -6% | -1% | 0%
CN(C)CCCN1C(=O)c2cc3ccccc3cc2C1=O
    -19% | 2% | -3%
CCCCC(=O)Nc1ccc(C(=O)NCCN2CCOCC2)cc1
    -18% | nt | -2%
O=C(Nc1nc(-c2cccs2)c(-c2cccs2)s1)C1CCCC1
    15µM* | -1% | -14%
O=C(/C=C\c1ccc2c(c1)OCO2)NC1CC(=O)N(c2cccc(F)c2)C1 (centres undefined)
    -52% | 3% | -1%
Cc1ccc(C(=O)N2CCN(c3ncccn3)CC2)cc1
    11% | nt | -7%
COc1ccc(NC(C)C(=O)N/N=C/c2ccc([N+](=O)[O-])s2)cc1 (centres undefined)
    23µM* | 5% | -5%

# Limited to DT40 TDP1 no CPT, for 3 of the compounds above:
structure | DT40 TDP1 no CPT
CCCCN(C(=O)C1CC(=O)N(CCc2ccc(OC)c(OC)c2)C1)c1c(N)n(CCCC)c(=O)[nH]c1=O (centres undefined) | -4%
COc1ccc(NC(C)C(=O)N/N=C/c2ccc([N+](=O)[O-])s2)cc1 (centres undefined) | 23µM*
CN(C)CCCN1C(=O)c2cc3ccccc3cc2C1=O | -19%

# Additional entries.
# Order of values: DT40 TDP1 no CPT | TDP1 block | KAT2A inh
C/C(=N\Nc1cccc2cccnc12)c1ccccn1
    0.92µM* | 9% | -14%
CCCCn1c2ccc(C)cc2c2nnc(SCCN3CCCCC3)nc21
    21µM* | nt | -5%
CC(C)Cn1c(=O)c2sccc2n2c(CCCC(=O)NCc3ccccc3Cl)nnc12
    -19% | 5% | -11%
CS(=O)(=O)NCc1csc(-c2ccccc2)n1
    1% | -2% | 4%
CCOC(=O)c1c(C)nn(Cc2ccccc2)c1N
    -24% | 5% | -9%
CC(C)(C)C(=O)Nc1ccc(Sc2ccc([N+](=O)[O-])cc2)cc1
    7.3µM* | 8% | -10%
COc1ccc(COCC(O)CN2CCc3ccccc3C2)cc1OC (centres undefined)
    -5% | 4% | -3%
CSc1ccccc1OCc1cc(C(=O)N[C@H]2CCCCNC2=O)no1
    -25% | 3% | -29%
COC(=O)C1=COC(C)C2CN3CCc4c([nH]c5cc(OC)c(OC)cc45)C3CC12 (centres undefined)
    ? | nt | -1%
CC(/C=C/c1ccc2c(c1)OCO2)=N\NC(=O)c1cccc([N+](=O)[O-])c1
    15µM* | 8% | -1%
O=C(CN1CCN(C2CCS(=O)(=O)C2)CC1)N1N=C(c2ccc(Cl)cc2)CC1c1ccco1 (centres undefined)
    ? | 2% | -2%
COc1ccc(NC(=O)CCC(=O)OCc2ccc(C(=O)Oc3ccc(Cl)cc3)cc2)cc1
    -7% | -2% | 0%
Cc1ccc(C)c(OCCCn2c(-c3ccc(Cl)cc3)nc3ccccc3c2=O)c1
    -2% | nt | 3%
O=C(NC1CCCCC1)NC1CC2CCC(C1)N2C(=S)NCc1ccco1 (centres undefined)
    -7% | -2% | -12%
COc1cc(OC)cc(-n2nnnc2SCC(=O)N2CCCC2)c1
    -28% | 0% | 0%

# (list continues)
# Order of values: DT40 TDP1 no CPT | TDP1 block | KAT2A inh
CCC(C)NC(=O)c1ccc(CSCc2ccc(Cl)cc2)o1 (centres undefined)
    26µM* | nt | 1%
COCCCNC(=O)c1c(NC(=O)c2cc(=O)c3cc(C)c(C)cc3o2)sc2c1CCCC2
    -16% | 6% | 4%
CCN(CC)CCCNC(=O)c1ccc2c(c1)NC(=O)C(CS(=O)(=O)Cc1cccc(Br)c1)N2 (centres undefined)
    -15% | 10% | -1%
COc1ccc(NC(=O)CSc2nc3c(oc4ccccc43)c(=O)n2Cc2ccco2)cc1Cl
    21µM* | nt | -3%
CCCCN(C(=O)C1CCC(CNS(=O)(=O)c2cccc3nsnc23)CC1)c1ccccc1 (centres undefined)
    21µM* | 10% | -8%
CCOC(=O)C1CCCN(C(=O)c2nn(-c3ccc(C)cc3)c(=O)c3c2c2ccccc2n3C)C1 (centres undefined)
    ? | -2% | -1%
CCOC(=O)c1nnn(-c2nonc2N)c1CN(C)Cc1ccccc1
    ? | 4% | -1%
CCCNC(=O)CCc1c(C)nc2nc(C)nn2c1C
    7% | -2% | 5%
CCOc1ccc(C(=O)NCc2nnnn2-c2ccc(C)c(C)c2)cc1OCC
    -23% | 3% | -10%
CCCN(c1ccc(C(C)C)cc1)S(=O)(=O)c1ccc2c(c1)n(C)c(=O)c(=O)n2C
    -5% | 2% | -2%
CCOC(=O)c1c(C)[nH]c(C)c1C(=O)COC(=O)c1ccc(OC)cc1
    -16% | 1% | -3%
Cc1ccc2nc(-c3ccc(Cl)c(NC(=O)c4ccc5c(c4)OCCO5)c3)oc2c1
    nt | 2% | -3%
CC[C@@H](C)[C@H](NC(=O)C1CCN(C(=O)[C@@H](NS(=O)(=O)c2ccc(C)cc2)C(C)C)CC1)C(=O)O
    -19% | -1% | -4%
CCc1ccc(OCCn2cccn2)cc1
    4% | 2% | -10%
C=CCOc1ccc(/C=C/C(=O)OCC(=O)N(C)C2CCS(=O)(=O)C2)cc1 (centres undefined)
    6% | 1% | -1%

# Later entries.
# Order of values: DT40 TDP1 no CPT | TDP1 block | KAT2A inh
COC(=O)c1ccc(NC(=O)CNc2ccccc2)cc1
    -5% | -2% | -8%
Oc1ccc(N=Nc2ccccc2C(F)(F)F)c2cccnc12
    1µM* | nt | -3%
COc1cc(NC(=O)c2cc3c(CO)cnc(C)c3oc2=Nc2cccc(C(N)=O)c2)cc(OC)c1
    ? | nt | 19%
Fc1ccc(-c2cnc[nH]2)cc1
    -17% | -2% | -6%
O=[N+]([O-])c1ccc(Sc2n[nH]c(-c3ccccc3)n2)nc1
    -7% | 11% | -11%
Cc1ccc(-c2nc3c4ccccc4n(Cc4cccc(Cl)c4)c(=O)n3n2)cc1
    ? | 7% | -9%
Cc1cc(Cl)ccc1N=Cc1c(O)n(C)c(=O)n(C)c1=O
    nt | 2% | -4%
O=C(COC(=O)c1n[nH]c2ccccc12)NCc1ccccc1
    -4% | -5% | -7%
c1ccc(CSCc2nc3ccccc3[nH]2)cc1
    ? | 3% | 1%
Nc1nnc(SCc2ccccc2)n1-c1ccccc1
    -12% | 0% | 1%
CCS(=O)(=O)c1ccc2oc(Nc3ccccc3C)nc2c1
    ? | -2% | -1%
Cc1cc(F)ccc1S(=O)(=O)Nc1ccc(C(=O)N(C)Cc2ccco2)cc1
    -6% | 3% | 0%
Cc1cccc(-n2c(-c3ccco3)n[nH]c2=S)c1
    -27% | 3% | -5%
COc1ccc(C(=O)N2CCN(c3nnnn3-c3ccccc3)CC2)cc1OC
    2% | 9% | 2%
CSCCC1NC(=O)N(CC(=O)Nc2ccc(-c3ccccc3)cc2)C1=O (centres undefined)
    4% | 3% | -2%

# Other compounds.
# Order of values: DT40 TDP1 no CPT | TDP1 block | KAT2A inh
O=C(O)Cn1cc(C(=O)C(F)(F)F)c2ccccc21
    -9% | 0% | 1%
CC[C@H](C)C1NC(=O)[C@H](CC(=O)O)NC(=O)c2cc([N+](=O)[O-])cc(I)c2NCCC(C(N)=O)NC1=O (some centres undefined)
    -4% | 3% | -2%
O=C(COC(=O)Cc1ccccc1)NCc1ccc2c(c1)OCO2
    -13% | 1% | -5%
COc1ccccc1C(CNC(=O)c1cccc(S(=O)(=O)Nc2ccc(C)cc2)c1)N1CCCC1 (centres undefined)
    ? | nt | -19%
CCc1ccc(C2=CC(c3cccc(Br)c3)n3nnnc3N2)cc1 (centres undefined)
    15µM* | 5% | -5%
O=C(CN(Cc1ccc(F)cc1)C(=O)CCC(=O)Nc1nccs1)NCC1CCCO1 (centres undefined)
    -5% | nt | 1%
CCOCc1cc(CN2CCC(CCC(=O)NC3CC3)CC2)ccc1OC
    14% | nt | -1%
O=C(O)CCCC(=O)Nc1c(F)c(F)c(F)c(F)c1F
    1% | 1% | -5%
CC(C)OC(=O)c1cccc(C(=O)Oc2ccc(Br)cc2)n1
    -5% | 6% | 3%
Cc1nc2ccccn2c1C(=O)c1ccccc1
    2% | 5% | -11%
N#Cc1nc(-c2cccc3ccccc23)oc1N
    nt | 4% | -11%
Cc1ccc(NC2CCCN(C(=O)c3cccnc3)C2)cc1C (centres undefined)
    -5% | 4% | -3%
O=C(Nc1ccc(N2CCOCC2)c(Cl)c1)c1ccc(Br)o1
    11µM* | 1% | -4%
CCN(CC)CCNC(=O)c1ccc(Cl)c(S(=O)(=O)Nc2ccc(Cl)cc2)c1
    -3%&-3% | 5% | -1%
CC(=O)Nc1ccc(C2=NN(C)C(=NCc3ccccc3)SC2)cc1
    ? | 0% | -10%

# Complete entries as entered above. Values in the order: DT40 TDP1 no CPT | TDP1 block | KAT2A inh
# COC(=O)C1=COC(C)C2CN3CCc4c([nH]c5cc(OC)c(OC)cc45)C3CC12 (centres undefined) in the list: ? | nt | -1%
# CCOC(=O)C1CCCN(C(=O)c2nn(-c3ccc(C)cc3)c(=O)c3c2c2ccccc2n3C)C1 (centres undefined) in the list: ? | -2% | -1%

# (list continues)
# Order of values: DT40 TDP1 no CPT | TDP1 block | KAT2A inh
Cc1cc(N2CCN(C)CC2)nc2ccc(NC(=S)N3CCN(c4ccc(F)cc4)CC3)cc12
    10µM* | -3% | -2%
Cc1ccc(/C=C/C(=O)NCC2COc3ccccc3O2)o1 (centres undefined)
    16µM* | -1% | ?
CN(Cc1ccccc1NS(=O)(=O)c1ccc2ccccc2c1)C1CCCCC1
    21µM* | 8% | -13%
Cc1ccc(NC(=O)C(=O)NCC2CCCN2S(=O)(=O)c2cccs2)c(C)c1 (centres undefined)
    ? | -5% | -1%
CCOc1ccc(OCCCC(=O)ON=C(N)c2ccccc2Cl)cc1
    26% | -4% | -5%
CCn1nnnc1SCC(=O)Nc1nc(C)c(C)s1
    -14% | 0% | -1%
CCN(CC)c1nc2c(c(=O)[nH]c(=O)n2C)n1Cc1ccccc1
    -3% | nt | -1%
CCc1ccc(C2c3c(oc4ccc(C)cc4c3=O)C(=O)N2c2nc(C)c(C)s2)cc1 (centres undefined)
    -17% | -1% | 2%
Cc1oc(-c2ccc(Cl)cc2)nc1Cn1c(=O)cc(-c2ccccc2)c2c(C)nn(C)c21
    -14% | 3% | 1%
O=C1c2ccccc2C(O)(c2ccccc2)N1CCc1ccccc1 (centres undefined)
    ? | nt | -2%
CN(CC(=O)Nc1cccc(F)c1)C(=O)C1(c2ccccc2)CC1
    4% | 2% | -2%
O=C(O)COCC(=O)Nc1ccc(-n2nc(C(F)(F)F)cc2-c2cccs2)cc1
    0% | 3% | -12%
Cc1cc(C)cc(N(C(=O)C2CCCC2)C2C=CS(=O)(=O)C2)c1 (centres undefined)
    2% | 1% | -1%
C/C(=N\NC(=S)NCc1ccccc1)c1ccco1
    ? | 5% | -12%
CCN(CC)C(=O)CC(c1ccc(N(C)C)cc1)c1c(OC)cc(OC)c2c(-c3ccccc3)cc(=O)oc12 (centres undefined)
    ? | 24% | -15%

# Next section
# Order of values: DT40 TDP1 no CPT | TDP1 block | KAT2A inh
CCN(CC)Cc1c(O)ccc2c([N+](=O)[O-])c(C)n(-c3ccc(OC)cc3)c12
    16µM* | 0% | 2%
O=C(COC(=O)CNC(=O)c1cc(Cl)cc([N+](=O)[O-])c1)NC(=O)NCc1ccco1
    -13% | -6% | -5%
CCCCC(=O)Nc1ccc2c(c1)nc1n2CCN(CCOC)C1
    -11% | 10% | -6%
COc1ccc(-c2cc(C(=O)Nc3cc(OC)c(OC)c(OC)c3)no2)cc1OC
    ? | 4% | 55%[activator]
COc1ccc(C(=O)Nn2c(SCc3ccc([N+](=O)[O-])cc3)nc3ccccc3c2=O)cc1
    ? | 0% | -8%
C/C(=N\OCC(=O)OCC(=O)N(Cc1ccccc1)C(C)(C)C)c1ccc2c(c1)OCO2
    -10% | -7% | -10%
CCN(CC)S(=O)(=O)c1cc(NC(=O)C2=COCCO2)ccc1Cl
    ? | -3% | -5%
Cn1c(CNc2ccc(Br)cc2)nc2ccccc21
    ? | nt | -1%
